Rpn11 inh – blocks the human proteasome subunit Rpn11; O00487; human 26S proteasome, Ub4-pepOG fluorescence polarization; 20S core pre-blocked with epoxomicin; calls only at 20 µM; actives 0.59% (n = 360,000);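 active = inhibition at 20 µM, scaled to each plate's controls, above about 33%, limit read from the data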
MsrA inhibitor – inhibits bovine methionine sulfoxide reductase A; purified bovine MsrA, absorbance read-out; inhibition, % at 15.5 µM; actives 0.75% (n = 360,000); AID 651718; in the data active = inhibition above about 4.5%;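 note: 0% = vehicle wells with enzyme and 100% = reference inhibitor wells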
SUMO1-SIM PPI – alters human SUMO1 binding to SIM partners | actives 0.33% (n = 360,000) | SUMO1 binding to a labelled peptide, TR-FRET, 1 h | inhibition, % at 20 µM | P63165; in the data active = inhibition above about 37%
Target sequence (P63165 whole entry, looked up): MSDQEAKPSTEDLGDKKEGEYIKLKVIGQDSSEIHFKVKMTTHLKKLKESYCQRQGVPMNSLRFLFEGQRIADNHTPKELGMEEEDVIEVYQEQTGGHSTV
NadD block – blocks S. aureus nicotinate mononucleotide adenylyltransferase | purified NadD enzyme, colorimetric absorbance read-out | inhibition, % at 20 µM | actives 0.78% (n = 360,000) | AID 602399; in the data active = inhibition above about 26%; note: some compounds past the cut are filed as inactive
DNMT1 inh – inhibitors of human DNMT1; P26358; DNMT1 molecular beacon, Hinp1I cleavage, fluorescence; inhibition (reported as % activation of signal), % at 10 µM; actives 0.83% (n = 360,000); in the data active = inhibition above about 50%
CSN deneddyl inh – inhibitors of human CSN-mediated cullin deneddylation. inhibition, % at 12.5 µM. actives 0.38% (n = 360,000). Purified CSN, SCF-Nedd8-OG deneddylation, fluorescence polarization. AID 651999. Q92905;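 active = pattern-corrected inhibition above about 35%, with an unprinted fluorescence ratio check between 0.5 and 1.5, limit read from the data, passing the limit was not always enough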;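 note: 0% = enzyme with substrate and 100% = substrate without enzyme; some results filed as inactive read as strong as hits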
Target sequence (Q92905 whole entry, looked up, one chain of several): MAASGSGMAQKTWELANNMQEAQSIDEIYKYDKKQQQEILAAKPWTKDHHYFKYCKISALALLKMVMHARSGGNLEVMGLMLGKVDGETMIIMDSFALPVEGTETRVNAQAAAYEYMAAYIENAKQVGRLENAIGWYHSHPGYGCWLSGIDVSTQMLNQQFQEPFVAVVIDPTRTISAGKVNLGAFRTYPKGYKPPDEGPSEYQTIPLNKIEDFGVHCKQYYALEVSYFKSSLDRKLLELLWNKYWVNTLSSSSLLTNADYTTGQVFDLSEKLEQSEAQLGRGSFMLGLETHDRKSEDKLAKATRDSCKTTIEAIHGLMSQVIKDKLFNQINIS
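Assay system: HEK293T-derived human Csn5 enzyme; quantity: 0.24 nM enzyme; medium: Tris/NaCl/DTT buffer, pH 7.5; also added: substrate SCFSkp2-Nedd8OG, 10 nM; doses: 12.5 µM compound; schedule: 90 min reaction at room temperature; signal: FP; read-out: % inhibition of substrate cleavage by Csn5; benchmarks: substrate-only high control, full reaction low control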
STEP block – blocks human striatal-enriched tyrosine phosphatase. recombinant STEP, OMFP fluorogenic substrate, fluorescence. P54829. inhibition, % at 20 µM. actives 0.25% (n = 360,000). AID 588621;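 active = inhibition at 20 µM, scaled per plate between control wells, above about 37%, limit read from the data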;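 note: 0% = DMSO with enzyme and substrate and 100% = substrate only without enzyme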
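Measure: Control-normalized % inhibition with plate pattern correction | Test system: STEP phosphatase, cell-free reaction | Medium: pH 6.0 Bis-Tris with DTT and Tween 20 | Technique: Fluorescence, 480/540 nm | Times: Reaction 20 min, ambient temperature | Doses: Single compound dose of 20 µM, 1% DMSO final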
TbMetRS inhib – blocks T. brucei methionyl-tRNA synthetase activity; purified T. brucei MetRS, ATP depletion, Kinase-Glo luminescence; inhibition, % at 11.9 µM; actives 0.4% (n = 360,000); AID 624268;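 active = inhibition above a per-plate cutoff of the control wells' mean inhibition plus 3 SD, cut at about 5.5% in these data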;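 note: 0% = DMSO wells median and 100% = median of wells with control inhibitor compound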
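technique = Kinase-Glo luminescence, ATP depletion format | system = purified MetRS (methionyl-tRNA synthetase) enzyme from Trypanosoma brucei | timing = 15 min preincubation, 2 h reaction, all 25 °C | evaluation = percent inhibition versus plate control medians | dosing = single dose, 11.9 µM final nominal, 0.9% final DMSO | also added = substrates ATP, L-methionine and bulk Escherichia coli tRNA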
Scp-1 inhibitor – blocks human Scp-1 phosphatase activity. Q9GZU7. Recombinant Scp1, phosphopeptide, malachite green phosphate absorbance. inhibition, % at 20 µM. actives 0.88% (n = 340,000);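 active = inhibition above about 50% at 20 µM, limit read from the data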;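 note: plate controls were DMSO wells with enzyme for no effect and wells lacking enzyme for full effect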
Target sequence (Q9GZU7 76-261 limits assumed): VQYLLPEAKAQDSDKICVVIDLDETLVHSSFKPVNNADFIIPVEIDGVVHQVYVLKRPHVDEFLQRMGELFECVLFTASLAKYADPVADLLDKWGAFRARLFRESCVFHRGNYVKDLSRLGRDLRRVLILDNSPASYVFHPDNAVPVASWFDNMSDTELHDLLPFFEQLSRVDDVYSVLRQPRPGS
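Times: enzyme reaction 45 min at room temperature, colour 5 min, stabilisation 30 min. Material: SCP-1 catalytic fragment, aa 76-261. Medium: Acidic Tris acetate buffer with magnesium and detergent. Signal: colorimetric free-phosphate detection, absorbance 630 nm. Read-out basis: % inhibition of SCP-1 phosphate liberation. Reagent: Phosphorylated 17-residue peptide substrate.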
LMPTP block – blocks human LMPTP phosphatase; recombinant LMPTP-A, OMFP fluorogenic substrate, fluorescence intensity; actives 0.22% (n = 360,000); inhibition, % at 20 µM; P24666;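 active = compounds that cut the enzyme signal by at least half of the control window in the single-dose screen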;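 note: plate controls were DMSO wells with enzyme plus substrate for no effect and substrate without enzyme for full effect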
Target sequence (P24666 whole entry, looked up): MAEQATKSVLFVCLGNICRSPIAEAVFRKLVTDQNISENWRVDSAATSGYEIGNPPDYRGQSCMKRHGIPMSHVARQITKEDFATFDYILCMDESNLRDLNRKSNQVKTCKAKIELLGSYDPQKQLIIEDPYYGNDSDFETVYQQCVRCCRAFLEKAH
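Material: LMPTP-A; amount: 0.625 nM enzyme; doses: single 20 µM dose; times: reaction 50 min, room temperature, dark; technique: fluorescence intensity of OMFP turnover product; benchmarks: no-enzyme and uninhibited controls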
* hit, by the source's call; i = inactive; . = no result given. Rows were taken by chance; 3.9% or so of the library scored in one or more.

SMILES | Rpn11 inh | MsrA inhibitor | SUMO1-SIM PPI | NadD block | DNMT1 inh | CSN deneddyl inh | STEP block | TbMetRS inhib | Scp-1 inhibitor | LMPTP block
Cc1cc(/C=C(\C#N)C(=O)OCC(=O)NC(=O)NC(C)(C)C)c(C)n1CCC(C)C | i | 0.6 | -9 | 9 | -8 | -2 | 2 | -1.0 | -11 | 2.8
NNC(=O)COc1cccc(C(F)(F)F)c1 | i | 1.1 | -3 | -1 | -5 | 3 | 0 | 0.3 | -2 | 0.7
CCOC(=O)Cc1ncccc1C(=O)Nc1ccc(OC(F)(F)F)cc1 | i | 0.9 | -24 | 0 | -1 | -7 | 1 | -0.5 | 1 | 0.0
COc1cc2ncc(S(=O)(=O)c3ccccc3)c(N3CCC4(CC3)OCCO4)c2cc1OC | i | 2.4 | 5 | 2 | -1 | 3 | -3 | 0.0 | -2 | 0.1
CCOC(=O)CN(C(=O)c1snc(C(N)=O)c1N)C(C(=O)NCCC(C)C)c1ccc(C)cc1 (centres undefined) | i | -0.5 | -1 | -5 | -3 | 2 | 0 | 0.2 | . | -0.7
COc1cc(C)c(NC(=S)Nc2cccc(Cl)c2C)cc1OC | i | 0.9 | -2 | 2 | 3 | -4 | 48* | -0.4 | -2 | -1.4
Cn1ncc(Br)c1C(=O)N1CCCCCC1 | i | -1.3 | -4 | 2 | 2 | 2 | -1 | 0.0 | 3 | -0.3
CC(C)Oc1ccc(F)cc1-c1cc(C(=O)NCc2ccc(F)cc2)[nH]n1 | i | -0.9 | 18 | -7 | 4 | 2 | 0 | 0.1 | . | 1.2
CCOc1ccc(C2C(C(N)=O)=C(C)Nc3ncnn32)cc1OC (centres undefined) | i | -0.8 | 2 | -6 | -1 | 1 | -2 | -1.1 | -7 | -0.6
Cc1cccc(Oc2nc(-c3ccccc3)cc(C)c2S(C)(=O)=O)c1C | i | -0.1 | -1 | -3 | -3 | 1 | 3 | 0.0 | -16 | 0.6
COc1cccc(NS(=O)(=O)c2ccc3c(c2)n(C)c(=O)c(=O)n3C)c1 | i | 2.2 | 3 | 0 | -1 | 4 | -2 | 0.9 | -7 | -0.6
CC1=C(C(=O)N2CCCCCC2)CC(CC(=O)NC2CCCC2)C(=O)N1Cc1ccc(F)cc1 (centres undefined) | . | -0.6 | 0 | 5 | . | 0 | . | 0.1 | . | -0.5
COc1ccc(CN2CCc3c([nH]c4ccccc34)C2)c(OC)c1C | i | -1.4 | 3 | -3 | -1 | 1 | -2 | 2.9 | 2 | -3.1
COc1ccc(CCNC(=S)N2CCC(C(=O)c3ccc(F)cc3)CC2)cc1OC | i | 0.3 | -6 | -3 | 0 | 6 | -2 | -0.3 | -6 | 0.8
O=c1c2ccccc2cnn1Cc1cccc(Br)c1 | i | 0.1 | -2 | -8 | 0 | 1 | 1 | -1.1 | -4 | 0.2
C=CCn1c(N)c(C(=O)OCC(C)C)c2nc3ccccc3nc21 | i | 3.0 | 17 | -11 | 17 | 4 | 1 | 0.4 | 3 | 0.3
CC(C)(C)CC(=O)Nc1nnc(SCC(=O)NC2CCCCC2)s1 | i | -0.7 | 1 | -6 | 2 | -3 | -3 | -0.8 | -7 | -0.8
Cc1c(Cl)cccc1N(CC(=O)NC(C)c1ccccc1)S(C)(=O)=O (centres undefined) | i | -0.5 | 16 | -4 | -2 | -2 | 1 | -0.4 | -5 | -1.2
O=C(CC1(O)C(=O)Nc2ccccc21)c1ccc(-n2cccc2)cc1 (centres undefined) | i | 2.7 | -4 | 4 | -15 | 3 | -1 | -0.4 | -5 | 1.0
Cc1cccc(N2CCN(C(=O)c3oc4ccc(Br)cc4c3C)CC2)c1C | i | 0.5 | 1 | 4 | -1 | -3 | 2 | 0.0 | 3 | 5.1
Cc1ccc(C)c(N2CCN(C(=O)C3CCCCN3S(=O)(=O)c3ccc(F)cc3)CC2)c1 (centres undefined) | i | -0.3 | 0 | 1 | -6 | -4 | 1 | 0.0 | -5 | 0.3
COc1ccc(-c2nnc(N(C)C(=O)c3ccco3)s2)cc1OC | i | -0.9 | -4 | -3 | 3 | -2 | 0 | -1.0 | -1 | 1.4
COc1ccc(NC(=O)CCN2C(=O)c3ccncc3C2=O)cc1OC | i | -0.4 | -30 | 0 | 2 | 1 | 0 | -0.3 | 1 | -0.8
COc1ccc(/C=C(/CC(=O)Nc2ccc(C)cc2)c2nc3ccccc3s2)cc1 | i | 4.5 | 4 | 11 | -6 | -5 | 5 | 0.5 | -10 | 3.7
COC(=O)c1ccc(SC2CCCCC2)c([N+](=O)[O-])c1 | i | 0.4 | -3 | 11 | -4 | 0 | -2 | -0.1 | -12 | 1.3
O=S(=O)(c1ccc(Cl)cc1)N1CCCCCC1 | i | 0.1 | 5 | 0 | -1 | 2 | 8 | -0.3 | -5 | 0.1
Fc1cccc(Cl)c1Cn1nnc2c(NCc3ccncc3)ncnc21 | i | -1.0 | 1 | 1 | -10 | -2 | -6 | -0.6 | -7 | -0.2
CCOC(=O)C1CCN(C(=O)CSc2ccc(Br)cc2)CC1 | i | 1.3 | 2 | 1 | -1 | -4 | 2 | 2.6 | -5 | 1.0
CCCn1c(N)c(C(=O)CSc2nc(N)cc(=O)[nH]2)c(=O)n(C)c1=O | i | 2.0 | 13 | -6 | -2 | -1 | 6 | -0.3 | -3 | 0.2
O=C(O)C1(P(=O)(c2ccc(Cl)cc2)c2ccc(Cl)cc2)CCCC1 | i | -2.0 | -1 | -1 | 2 | -1 | 0 | -0.3 | -2 | 0.0
Cc1[nH]nc(SCC(=O)N2CCC(C)CC2)c1[N+](=O)[O-] | i | 0.1 | -5 | 0 | -1 | -2 | -5 | -0.8 | 0 | -0.4
C=CCSc1nc2c(c(=O)[nH]c(=O)n2C)n1Cc1ccc(C)cc1 | i | -0.1 | 3 | -4 | 5 | 3 | 1 | -0.5 | -6 | -0.6
CC(O)c1cccc(NC(=O)C2CCCCC2)c1 (centres undefined) | i | -0.6 | 1 | -1 | -2 | -8 | -1 | -0.8 | -4 | -2.2
Cc1ccc(NC(=S)N(CCCN2CCCC2)Cc2cccn2Cc2ccc(Cl)cc2)cc1C | i | -0.6 | -23 | -5 | 3 | 2 | 17 | 0.2 | 12 | -0.2
Cc1cc(=O)oc2c(C)c(OCC(=O)N3CCN(c4ccccc4)CC3)ccc12 | i | 1.4 | 1 | -1 | -1 | 1 | 2 | 0.5 | -5 | 0.5
Nc1ccc(CN2CCCCCC2)cc1 | i | 1.1 | -6 | -3 | -3 | 5 | -1 | -1.3 | 1 | 2.6
COC(=O)c1ccc(NC(=O)CN2C(=O)CSC2=O)cc1 | i | -1.2 | 1 | -2 | 4 | 6 | -2 | -1.3 | 4 | -0.3
COC(=O)N1[C@H](C)C=C[C@]1(Cc1ccccc1)C(=O)OC | i | 0.5 | 7 | -1 | 2 | -1 | -3 | -0.2 | -3 | -0.7
CCOC(=O)c1c(NC(=O)CSc2nnc(Cc3ccccc3)o2)sc(C(C)=O)c1C | i | 2.3 | -1 | -6 | -3 | 7 | 2 | -1.4 | -11 | -0.5
Cc1cc(C)c(NC(=O)COC(=O)CCc2ccc(S(=O)(=O)N3CCCCC3)cc2)c(C)c1 | i | 0.8 | 4 | -2 | 0 | -4 | 2 | -0.5 | -8 | 1.7
CC(C)c1ccc2c(c1)C1(NN=C(c3ccccc3)S1)C(=O)N2 (centres undefined) | i | -0.2 | 26 | 16 | -13 | -6 | 5 | 0.0 | -6 | 3.0
Cn1cc(C(=O)NCCN2CCN(c3cccc(Cl)c3)CC2)c2c3ccccc3n(C)c2c1=O | i | 0.2 | 0 | -11 | -11 | 0 | 4 | -0.2 | 0 | 2.7
N#Cc1c(-c2ccc(Cl)cc2)n(O)c2ccccc12 | i | . | -2 | -4 | -3 | -1 | -2 | 0.0 | -5 | 2.6
CN(C)S(=O)(=O)c1cc(NC(=O)CNCCN2CCOCC2)ccc1Cl | i | -0.1 | -4 | -9 | 0 | 2 | 1 | -0.7 | 1 | -1.9
CC(C)COc1ccc(CN=C(N)N=C(N)N)cc1Cl | i | 0.4 | 1 | -5 | 1 | -1 | -3 | -0.1 | -3 | -1.3
Cc1ccc(NC(=O)COC(=O)c2ccco2)cc1S(=O)(=O)N1CCOCC1 | i | 0.8 | 2 | -10 | 2 | 1 | 2 | -0.1 | 12 | 2.3
Cc1ccc(C(c2nnnn2C(C)(C)C)N2CCC(C)CC2)cc1 (centres undefined) | i | -0.2 | -2 | -5 | 0 | 0 | 2 | -1.4 | -4 | -0.9
O=C(N/N=C/c1ccco1)c1cc(-c2cccc(Br)c2)nc2ccccc12 | i | 1.5 | 0 | 23 | -7 | -1 | 0 | -0.2 | -14 | 1.7
Cc1nc(NC(=O)c2c(-c3ccccc3Cl)noc2C)sc1C | i | -0.3 | 0 | 17 | -1 | 0 | -2 | 0.2 | -8 | -0.7
CCSc1nnc(-c2cccnc2)n1-c1ccc(Cl)c(C)c1 | i | 1.1 | 0 | 0 | 4 | -2 | 3 | 0.3 | -6 | -1.1
COc1ccc(Cn2cc(CN3CCc4onc(-c5ccc(Br)cc5)c4C3=O)nn2)cc1 | . | 0.4 | 6 | . | . | 2 | . | 0.2 | . | 1.6
CCOC(=O)c1c(C)[nH]c2cc(Br)c(OC)cc12 | i | -0.2 | 2 | -9 | -3 | -1 | 2 | 0.0 | -19 | 1.5
Cc1nn(-c2ccccc2)c(Cl)c1C(=O)NNC(=O)c1ccccc1O | i | 0.9 | -1 | 2 | -2 | -5 | -1 | -0.4 | 0 | -0.1

Compound profiles, from the list above. Order of values: Rpn11 inh	MsrA inhibitor	SUMO1-SIM PPI	NadD block	DNMT1 inh	CSN deneddyl inh	STEP block	TbMetRS inhib	Scp-1 inhibitor	LMPTP block
`CC(C)Oc1ccc(F)cc1-c1cc(C(=O)NCc2ccc(F)cc2)[nH]n1` across the screens: i	-0.9	18	-7	4	2	0	0.1	.	1.2
`COc1ccc(-c2nnc(N(C)C(=O)c3ccco3)s2)cc1OC` across the screens: i	-0.9	-4	-3	3	-2	0	-1.0	-1	1.4
`Cc1[nH]nc(SCC(=O)N2CCC(C)CC2)c1[N+](=O)[O-]` across the screens: i	0.1	-5	0	-1	-2	-5	-0.8	0	-0.4
